STK33 inh: blocks human STK33 kinase activity. AID 2661. purified STK33, MBP phosphorylation, ADP-Glo luminescence. actives 0.073% (n = 320,000). inhibition, % at 10 µM. Q9BYT3;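 active means inhibition at or above 25%, using the most active replicate where run in duplicate; inactive means inhibition below 25%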
KCNQ2 block: KCNQ2 channel blockers in CHO-K1 cells – cell-based, FluxOR thallium flux, B-score, primary screen (AID 2156). O88943. 20 min; hits give low values. B-score at 10 µM. actives 1.1% (n = 310,000);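 active means fluorescence ratio B-score at most minus 3 library SDs, with starting brightness B-score within 2 library SDs, cut at about -5.5 in these data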
Target sequence (O88943 whole entry, looked up): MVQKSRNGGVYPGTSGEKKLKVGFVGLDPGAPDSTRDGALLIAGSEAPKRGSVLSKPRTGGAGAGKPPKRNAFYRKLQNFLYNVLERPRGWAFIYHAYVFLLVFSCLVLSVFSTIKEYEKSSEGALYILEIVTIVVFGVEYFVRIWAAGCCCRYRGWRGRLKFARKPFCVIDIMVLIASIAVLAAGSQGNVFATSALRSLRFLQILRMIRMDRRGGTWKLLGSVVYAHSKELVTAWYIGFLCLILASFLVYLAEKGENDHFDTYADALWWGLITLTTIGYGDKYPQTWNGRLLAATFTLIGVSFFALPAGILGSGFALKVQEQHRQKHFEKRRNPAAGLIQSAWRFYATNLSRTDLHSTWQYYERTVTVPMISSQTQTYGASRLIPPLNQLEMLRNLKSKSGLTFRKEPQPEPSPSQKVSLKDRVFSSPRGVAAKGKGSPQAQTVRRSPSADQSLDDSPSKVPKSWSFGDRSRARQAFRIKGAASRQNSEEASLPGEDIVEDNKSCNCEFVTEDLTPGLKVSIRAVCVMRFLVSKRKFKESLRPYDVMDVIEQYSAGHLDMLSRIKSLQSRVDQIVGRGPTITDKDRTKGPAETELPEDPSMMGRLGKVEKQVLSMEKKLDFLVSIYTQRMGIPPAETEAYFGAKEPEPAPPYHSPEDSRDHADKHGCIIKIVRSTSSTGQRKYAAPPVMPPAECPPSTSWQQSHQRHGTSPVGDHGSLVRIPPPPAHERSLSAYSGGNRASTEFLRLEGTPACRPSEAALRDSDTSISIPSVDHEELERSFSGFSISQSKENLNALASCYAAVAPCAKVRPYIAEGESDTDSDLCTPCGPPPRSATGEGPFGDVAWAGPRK
OX1R antag: OX1R (human) antagonism. OX1R-expressing cells, FRET antagonist read-out. O43613. inhibition, % at 6.6 µM. actives 1.8% (n = 330,000). AID 485270; in the data active means inhibition mostly above about 38%, no sharp cut-off; inactive means mostly below about 40%;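 further: 0% = agonist challenge alone and 100% = reference antagonist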
Numbers without * were called inactive; i = inactive; . = not tested or not shown.

SMILES	STK33 inh	KCNQ2 block	OX1R antag
Cc1ccc(C2(C)NC(=O)N(CC(=O)NNC(=O)c3ccccc3F)C2=O)cc1 (stereo not drawn)	0.3	.	5
Cc1ccccc1CSc1nc2[nH]ncc2c(=O)[nH]1	-0.6	i	31
COc1ccc(N(CN2C(=O)C3CCCCC3C2=O)C(=O)c2ccco2)cc1 (stereo not drawn)	-5.2	i	4
COc1ccc(N2CCN(C(CNC(=O)OCc3ccccc3)c3ccco3)CC2)cc1 (stereo not drawn)	0.6	i	1
O=C(CSc1nnc(-c2ccc(O)cc2)n1Cc1ccco1)c1cccs1	10	i	13
CCn1cc(C(=O)NC2CCCCCC2)c(=O)c2cc(S(=O)(=O)N3CCCCC3)ccc21	-2.4	.	20
O=C(Cc1cccs1)NCc1cccc(CNC(=O)Cc2cccs2)c1	-0.8	i	14
COc1ccc2cc(Br)ccc2c1CC(=O)NC(C)C	-1.9	i	26
CCc1cc(=O)oc2cc(OCC(=O)N3CCC(C(=O)O)CC3)ccc12	-0.9	i	6
COc1cc(OC)cc(C(=O)N2CCC(C(=O)c3ccc(F)cc3)CC2)c1	-1.1	i	6
COc1cc(C(=O)NC(CCSC)C(=O)OCc2cc([N+](=O)[O-])cc3c2OCOC3)cc(OC)c1OC (stereo not drawn)	0.5	i	6
O=C(CCl)Nc1c(C(=O)Nc2ccc3c(c2)OCCO3)oc2ccccc12	0.0	i	68*
C=C(C)CNC(=S)/N=c1\scc(C)n1CC	-0.5	i	6
CC1CN(S(=O)(=O)c2cccc(C(=O)NN3CCN(C)CC3)c2)CC(C)O1 (stereo not drawn)	-1.1	i	9
COc1ccc(N2CCN(C(c3cc4ccc(C)cc4[nH]c3=O)c3nnnn3C3CCCC3)CC2)cc1 (stereo not drawn)	-0.6	i	8
O=Cc1nc(-c2ccccc2Cl)n2ccccc12	1.1	i	17
COc1cc(C2Nc3cccc4cccc(c34)N2)cc(OC)c1O	-1.7	.	19
Cc1nn(-c2ccccc2)c(Cl)c1C1C(C#N)=C(N)Oc2n[nH]c(C)c21 (stereo not drawn)	1.2	i	50
O=C(NC(=S)Nc1ccc(S(=O)(=O)N2CCCC2)cc1)C1CCC1	-1.5	i	25
COC(=O)CNC(=O)C(Cc1c[nH]c2ccccc12)NC(=O)OC(C)(C)C (stereo not drawn)	-1.5	i	25
Cc1onc(-c2ccccc2)c1C(=O)NC1CCC(C)CC1 (stereo not drawn)	-0.5	.	1
CCC(C(=O)NC(CC(=O)O)c1ccc(Cl)cc1)c1ccccc1 (stereo not drawn)	-0.5	i	6
Cc1csc2c(N3CCN(C(=O)Nc4ccccc4)CC3)ncnc12	1.1	i	16
COc1ccc(OC)c(S(=O)(=O)NCc2ccccn2)c1	-0.5	i	10
O=C(O)c1cc([N+](=O)[O-])ccc1NCCc1ccccc1	-1.2	i	-1
CC(OC(=O)/C=C/c1cccc(F)c1)C(=O)NC1CCCCC1C (stereo not drawn)	-0.6	i	11
CNC(=S)N1CCc2cc(OC)c(OC)cc2C1	1.2	i	12
CCn1c(=O)c2cc(C(=O)N(C)c3ccc(OC)cc3OC)sc2c2ccccc21	0.1	i	33
N/C(=N/OCc1cccc([N+](=O)[O-])c1)c1nonc1N	0.0	.	15
CC1(C)C(=O)Nc2ccccc2N1C(=O)COC(=O)Cc1c(F)cccc1Cl	1.0	i	19
COc1ccc(S(=O)(=O)NC(N)=NCCc2ccccc2)cc1	0.9	i	16
CC(=O)NC(NC(C)=O)c1ccc(N(C)C)cc1	2.2	i	9
Cc1cnc(NC(=O)Cc2c[nH]c3ccccc23)s1	-0.3	i	18
Cc1c(C(=O)OCCN2CCCCC2)oc2ccccc12	-1.0	i	0
COc1ccc(CN(CC2CCCO2)C(=O)CN2C(=O)C(C)Oc3ccc(C)cc32)cc1OC (stereo not drawn)	1.0	i	36
COc1cc(S(=O)(=O)N2CCN(C)CC2)c(OC)cc1Br	0.3	i	20
CCOc1ccccc1NC(=O)C1CCN(S(=O)(=O)c2cccc3cccnc23)CC1	-4.0	i	18
CCC(C)NC(=O)c1ccc(C)c(NC(=O)C2=C(C)OCCS2)c1 (stereo not drawn)	-1.2	i	0
COc1cc(CNCc2ccccn2)ccc1OCC(=O)NC(C)(C)C	-1.1	i	16
Cc1nc2ccccc2c2c1CC(C)S2 (stereo not drawn)	-1.7	i	7
O=C(CSc1ccccc1C(=O)O)c1ccc(Cl)cc1	-3.8	i	-9
Cc1cc(C(F)(F)F)nc(SCC(=O)NC2=NC(=O)C(C)S2)n1 (stereo not drawn)	-1.3	i	6
O=C(NCc1ccco1)c1cccc(C(F)(F)F)c1	-0.3	i	26
COc1ccc2c(c1OC)C(=O)N1C2SC(C)(C)[C@H]1C(=O)NCCCOC(C)C (stereo partly drawn)	1.6	i	6
CCc1cccc(CC)c1NC(=O)CN1C2CCCC1CC(NC(=O)Nc1cccc(OC)c1)C2 (stereo not drawn)	-1.9	i	3
Cc1ccc(C(=O)Oc2ccc(C(=O)COC(=O)c3cnccn3)cc2)cc1	0.2	i	4
O=C(c1ccc2c(c1)OCCO2)N1CCCCC1	-1.8	i	20
CC[N+]1(CC)CC2=Cc3c(ccc4ccccc34)CC2C1 (stereo not drawn)	0.9	i	21
Nc1nonc1-c1noc(-c2ccc(Br)o2)n1	0.8	i	-139
CC(C)(C)c1ccccc1OCCOCCSc1ncccn1	-0.4	i	10
CCOC(=O)c1ccc(NC(=S)N2CCCC2c2ccc(OC)c(OC)c2)cc1 (stereo not drawn)	0.0	i	2
O=C(/C=C/c1cccc([N+](=O)[O-])c1)NC1CC2CCC1C2 (stereo not drawn)	-1.3	i	19
NC(=O)c1nn(-c2ccccc2)nc1NC(=O)CSc1nnnn1-c1ccc(Cl)cc1	-0.6	i	41
Cc1occc1C(=O)Nc1c(Cl)cccc1Cl	-1.1	i	10
CCc1noc(C)c1C(=O)NC1CCCc2c1cnn2-c1cc(C)cc(C)c1 (stereo not drawn)	-0.6	i	27
CC(c1ccco1)N(C(=O)c1ccccc1NS(=O)(=O)c1ccc(Cl)c([N+](=O)[O-])c1)c1ccccn1 (stereo not drawn)	3.9	i	98*
O=C(COC(=O)/C=C/c1cccs1)NC1CCCCC1	-1.5	i	26
O=C(Nc1nnc(-c2ccc(Cl)cc2)o1)NC1CCCCC1	1.0	i	3
O=C(Nc1ccc(S(=O)(=O)N2CCCC2)cc1)C1CC(=O)N(c2ccc(F)cc2)C1 (stereo not drawn)	-0.6	i	13
CCC(NC(=O)c1cc(COc2cc(C)c(Cl)c(C)c2)on1)c1ccncc1 (stereo not drawn)	0.1	i	17
Additional structures follow.
SMILES	STK33 inh	KCNQ2 block	OX1R antag
Cn1cc([N+](=O)[O-])c(C(=O)Nc2ccc(Br)cn2)n1	0.5	i	50*
CC(C)(C)n1nnnc1C(c1cccs1)N1CCN(Cc2ccccc2)CC1 (stereo not drawn)	-0.4	i	1
CC1CCc2c(sc(Nc3nc4c(F)cccc4s3)c2C(N)=O)C1 (stereo not drawn)	-0.2	i	31
COCC(C)NC(=O)COc1nncc2ccccc12 (stereo not drawn)	-1.2	i	0
COc1ccc(CN2CCN(S(=O)(=O)c3ccc(C)cc3)CC2)cc1Br	0.0	i	14
Cc1ccc(NC(=O)CSCC(=O)NCc2cccc(C(F)(F)F)c2)cc1	5.3	i	7
Cc1nc2ccccc2c(=O)n1NC(=O)c1ccco1	0.5	.	18
CC1CCN(C(=O)CN2C(=O)c3cccc4cccc(c34)C2=O)CC1	-0.4	i	56
O=[N+]([O-])c1ccccc1-c1ccc(C(=S)N2CCCCC2)o1	0.3	i	10
CCN(CC)c1ccc(C2Nc3cccc4cccc(c34)N2)cc1	0.0	i	6
CCCCn1c(/C=N/Nc2nc3ccccc3[nH]2)nc2ccccc21	-0.5	i	5
COc1ccc(CN2CCN(c3ccccn3)CC2)cc1OCc1ccccc1	-1.6	i	8
COc1ccc(Oc2nc(-c3ccncc3)nc3ccccc23)cc1	-2.2	i	9
CCOC(=O)C1=C(C)OC(N)=C(C#N)C1c1cc(F)ccc1F (stereo not drawn)	1.0	i	17
Cc1nn(Cc2c(F)cccc2Cl)c(C)c1[N+](=O)[O-]	-2.0	i	22
Cc1ccccc1OCCCSc1nc2ccccc2[nH]1	-4.3	i	45
NS(=O)(=O)c1ccc(CCNC(=O)Nc2ccc(Cl)c(Cl)c2)cc1	4.4	i	17
COc1cccc(-c2sc3ccc(OC)cc3c2-c2ccc(C(N)=O)cc2)c1	-0.5	.	16
COC(=O)C1=CN(CC2CCCO2)C=C(C(=O)OC)C1c1ccsc1 (stereo not drawn)	-1.1	i	6
COC(=O)c1ccc(C(=O)OC)c(NC(=O)Oc2ccccc2)c1	0.1	i	9
O=C(Cc1ccc(Cl)cc1Cl)NCC1(N2CCOCC2)CCCCC1	-0.9	i	6
CC(C)(C)c1ccc(C(=O)NCC2CCCN2S(=O)(=O)c2ccccc2)cc1 (stereo not drawn)	0.0	i	23
O=C(NC1CCCCCC1)C1CCN(S(=O)(=O)c2ccccc2)CC1	-0.1	i	10
O=C(O)c1cccc(-n2nnnc2SCc2ccccn2)c1	-2.1	i	25
C/C(=N\NC(=O)c1cccs1)c1ccc(C(=O)O)s1	0.7	i	.
O=C(N1CCOCC1)n1cnc2ccccc21	0.1	i	5
COc1cc(C)c(S(=O)(=O)NOCc2ccc([N+](=O)[O-])cc2)c(C)c1C	0.9	i	7
COCCNC(=O)/C(C#N)=C/c1c(N2CCCCCC2)nc2ccccn2c1=O	-0.1	i	26
COc1ccc(O)c(C(=O)c2cnc3c(c2)c(C)nn3CCO)c1	-0.7	i	6
Clc1cccc(Oc2cnns2)c1Cl	-1.7	i	17
CCN(CC)CCCN(Cc1cc2cc3c(cc2[nH]c1=O)OCO3)C(=S)Nc1ccc(OC)cc1	0.2	i	7
CC(=O)Nc1ccc(NS(=O)(=O)c2ccc(Cl)c(C(=O)O)c2)cc1	-1.1	i	7
CCCCCC(=O)C(=O)c1ccc(O)cc1O	0.8	i	9
Cc1ccccc1Cc1c(C)nc2c(C(=O)NCc3ccco3)cnn2c1C	-1.5	i	20
Clc1ccc(Cl)c(-c2nn3c(COc4ccccc4)nnc3s2)c1	0.4	i	4
CCOc1cccc(C(=O)N2CCCN(C)CC2)c1	-0.4	i	2
Cc1ccc(C)c(NC(=O)Cn2ccn(-c3ccc4c(c3)OCO4)c(=O)c2=O)c1	-0.1	i	14
CCOC(=O)CNC(=O)C1c2ccccc2C(=O)N(c2ccc(OC)cc2)C1c1ccc(OC)cc1 (stereo not drawn)	0.4	i	20
O=C(COC(=O)C(Cc1ccccc1)NC(=O)c1cccs1)NCc1ccccc1 (stereo not drawn)	-1.8	.	16
O=S(=O)(c1ccc(F)cc1)N1CCN(CCc2ccccc2)CC1	1.1	i	-4
Cc1cc2c3c(c1)C1(SCC(=O)N1c1ccc(F)cc1)C(=O)N3C(C)(C)CC2C (stereo not drawn)	-0.7	i	5
COc1ccc(OC)c(-n2cnc3cc(C(=O)O)ccc32)c1	0.2	i	18
COC(=O)c1ccc(Cn2nc(-c3ccccc3)ccc2=O)cc1	-1.2	i	-3
Cc1ccc2[nH]c(=O)c(CN(CCc3ccccc3)C(=O)N3CCOCC3)cc2c1	.	i	15
COc1ccc(OC)c(NC(=O)CCC(=O)Nc2nnc(C(C)C)s2)c1	-0.6	i	13
O=S(=O)(NCCO)c1ccc2c(c1)Cc1cc(S(=O)(=O)NCCO)ccc1-2	0.2	i	-5
COc1cc(C(=O)Nc2cc3c(cc2N2CCCCC2)n(C)c(=O)n3C)cc(OC)c1OC	0.1	i	8
O=S(=O)(c1ccc2ccccc2c1)N1CCN(C2Cc3ccccc3C2)CC1	0.0	i	19
Cc1ccc(Nc2ncnc3c2cnn3C)cc1	0.2	i	17
Cc1c(Cl)c([N+](=O)[O-])nn1Cc1ccc(C(=O)N/N=C\c2ccccn2)o1	-0.8	.	18
COc1cccc2sc(N(C)c3ccccc3)nc12	1.6	i	14

Gathered by group: those above with fluorine
SMILES	STK33 inh	KCNQ2 block	OX1R antag
Cc1ccc(C2(C)NC(=O)N(CC(=O)NNC(=O)c3ccccc3F)C2=O)cc1 (stereo not drawn)	0.3	.	5
COc1cc(OC)cc(C(=O)N2CCC(C(=O)c3ccc(F)cc3)CC2)c1	-1.1	i	6
CC(OC(=O)/C=C/c1cccc(F)c1)C(=O)NC1CCCCC1C (stereo not drawn)	-0.6	i	11
CC1(C)C(=O)Nc2ccccc2N1C(=O)COC(=O)Cc1c(F)cccc1Cl	1.0	i	19
Cc1cc(C(F)(F)F)nc(SCC(=O)NC2=NC(=O)C(C)S2)n1 (stereo not drawn)	-1.3	i	6
O=C(NCc1ccco1)c1cccc(C(F)(F)F)c1	-0.3	i	26
O=C(Nc1ccc(S(=O)(=O)N2CCCC2)cc1)C1CC(=O)N(c2ccc(F)cc2)C1 (stereo not drawn)	-0.6	i	13
CC1CCc2c(sc(Nc3nc4c(F)cccc4s3)c2C(N)=O)C1 (stereo not drawn)	-0.2	i	31
Cc1ccc(NC(=O)CSCC(=O)NCc2cccc(C(F)(F)F)c2)cc1	5.3	i	7
CCOC(=O)C1=C(C)OC(N)=C(C#N)C1c1cc(F)ccc1F (stereo not drawn)	1.0	i	17
Cc1nn(Cc2c(F)cccc2Cl)c(C)c1[N+](=O)[O-]	-2.0	i	22
O=S(=O)(c1ccc(F)cc1)N1CCN(CCc2ccccc2)CC1	1.1	i	-4
Cc1cc2c3c(c1)C1(SCC(=O)N1c1ccc(F)cc1)C(=O)N3C(C)(C)CC2C (stereo not drawn)	-0.7	i	5
